Screens from PubChem.
PG9 binder: small molecules binding HIV-1 gp120 antibody PG9; TR-FRET gp120-PG9 antibody binding; inhibition, % at 6.7 µM; 360,000 compounds, 0.43% hits; in the data active = inhibition above about 8.5%
FXN GAA850 act: increases GAA850 frataxin promoter reporter activity; HEK293 lucGAA850 FXN promoter luciferase reporter, 24 h; percent of 10 µM SAHA response; activation, % at 6 µM; 360,000 compounds, 0.56% hits;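 active = activation above the average of all compounds screened plus 3 SD, cutoff fixed separately per campaign, cut at about 7.5% in these data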;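 also: 0% = DMSO wells and 100% = 10 µM SAHA wells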
DAX1 inh-1: DAX1 (NR0B1) inhibition, primary screen; 370,000 compounds, 1.1% hits; AID 652010; HEK293T StAR-luciferase reporter, SF-1/DAX-1 repression relief; inhibition, % at 6.8 µM;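 active = inhibition above the mean over all tested compounds plus 3 SD, cut at about 3.6% in these data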;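 also: 0% = DAX-1 cells with DMSO and 100% = cells lacking DAX-1 with DMSO; higher inhibition means more luminescence from relief of DAX-1 repression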
SMARCA2 act: SMARCA2 function activation, primary screen; MG213 cells, MMTV-luciferase reporter, dexamethasone, overnight; activation, % at 9.1 µM; 370,000 compounds, 1% hits; AID 652017; in the data active = activation above about 7.8%;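 also: 0% = vehicle wells and 100% = reference activator wells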
PLC-beta3 inh: inhibitors of human phospholipase C beta3. Purified PLC-beta3, fluorogenic substrate, fluorescence. inhibition, % at 12.2 µM. 370,000 compounds, 0.18% hits; in the data active = inhibition above about 11%;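 also: 0% = median of compound wells on plate and 100% = full blocker control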
DAX1 inh-2: NR0B1 (DAX1) inhibition | AID 504766 | inhibition, % at 6.75 µM | 340,000 compounds, 0.99% hits | HEK293 Gal4-DAX1 luciferase reporter, luminescence | P51843;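 active = inhibition above the mean over all tested compounds plus 3 SD, cut at about 4.2% in these data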;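 also: 0% = DAX1-transfected cells with DMSO and 100% = empty-vector control cells with DMSO; inhibition shows as a rise in luminescence from relieved DAX1 repression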
Target sequence (P51843 207-470 limits assumed): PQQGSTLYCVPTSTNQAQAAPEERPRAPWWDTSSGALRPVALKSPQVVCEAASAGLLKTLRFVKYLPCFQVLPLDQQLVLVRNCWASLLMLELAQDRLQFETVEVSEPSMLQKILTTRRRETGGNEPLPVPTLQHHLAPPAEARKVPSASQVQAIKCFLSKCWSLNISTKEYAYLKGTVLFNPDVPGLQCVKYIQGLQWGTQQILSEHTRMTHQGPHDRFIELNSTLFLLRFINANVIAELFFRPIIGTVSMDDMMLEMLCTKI
NR1D1 modulator: Rev-erb alpha (human) modulation. P20393. Rev-erbα–FITC-DNA binding, fluorescence polarization, 90 min. activity, % at 10 µM. 370,000 compounds, 0.79% hits. AID 1259318;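 active = activity above about 14%, limit read from the data; passing the limit was not always enough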;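 also: 0% = DMSO wells with 35 nM protein and 100% = DMSO wells with 750 nM protein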
hgDAF12 agonist: activates the H. glycines DAF-12 receptor ligand-binding domain | HEK293 GAL4-hgDAF12 UAS-luciferase reporter, agonist luminescence; normalized to butyrate control | 370,000 compounds, 1.8% hits | activation, % at 6.8 µM | AID 687014;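 active = activation above a cutoff set at the mean of all screened compounds plus 3 SD, cut at about 10% in these data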;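 also: 0% = DMSO wells and 100% = sodium butyrate wells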
ssDAF-12 act: S. stercoralis DAF-12 activation, primary screen. HEK293 ssDAF-12/GRIP1 lit1-tk-luc reporter, luminescence; % of 3 µM dafachronic acid response. activation, % at 6.8 µM. 370,000 compounds, 1% hits;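 active = activation above the mean over all tested compounds plus 3 SD, cut at about 0.9% in these data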;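 also: 0% = DMSO-only wells and 100% = 3 µM delta7-dafachronic acid wells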
hcDAF-12 act: H. contortus DAF-12 activation, primary screen; activation, % at 6.8 µM; 370,000 compounds, 1.4% hits; HEK293 hcDAF-12 lit1-tk-luc reporter, luminescence; 0% DMSO, 100% Δ7-dafachronic acid;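 active = activation above the mean of all tested compounds plus 3 SD, cut at about 5.5% in these data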;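 also: 100% = response to 3 µM Δ7-dafachronic acid high control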
HGIII-sPLA2 inh: Blocks human group III sPLA2 activity; AID 743126; 370,000 compounds, 0.56% hits; QFRET BODIPY PC-A2 liposome hydrolysis, fluorescence; inhibition, % at 12.2 µM;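 active = inhibition above mean plus 3 SD of compounds lying within the high and low control bounds, cut at about 19% in these data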;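 also: 0% = median of test compound wells and 100% = no enzyme DMSO wells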
Target sequence (Q9NZ20 whole entry, looked up): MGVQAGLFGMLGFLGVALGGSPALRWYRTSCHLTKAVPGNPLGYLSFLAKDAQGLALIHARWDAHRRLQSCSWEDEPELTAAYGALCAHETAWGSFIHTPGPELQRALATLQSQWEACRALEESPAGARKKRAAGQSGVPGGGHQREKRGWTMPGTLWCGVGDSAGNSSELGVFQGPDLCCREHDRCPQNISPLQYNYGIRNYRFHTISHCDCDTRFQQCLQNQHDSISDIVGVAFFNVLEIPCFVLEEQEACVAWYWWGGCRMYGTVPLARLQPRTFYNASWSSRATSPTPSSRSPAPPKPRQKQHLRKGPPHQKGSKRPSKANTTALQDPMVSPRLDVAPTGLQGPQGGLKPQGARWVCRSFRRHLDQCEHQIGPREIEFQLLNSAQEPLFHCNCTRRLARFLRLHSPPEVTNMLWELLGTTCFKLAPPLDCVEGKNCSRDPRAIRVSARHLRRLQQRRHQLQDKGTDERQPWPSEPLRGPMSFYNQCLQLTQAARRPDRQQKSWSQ
* hit, by the source's call; x = not tested or not shown.

Values run as follows: PG9 binder | FXN GAA850 act | DAX1 inh-1 | SMARCA2 act | PLC-beta3 inh | DAX1 inh-2 | NR1D1 modulator | hgDAF12 agonist | ssDAF-12 act | hcDAF-12 act | HGIII-sPLA2 inh
CC(NC(=O)C(=O)NCC1CCCO1)c1ccccc1 (centres undefined)
→ 0.8 | 0.4 | 0.8 | -3 | 1 | 1.3 | -2 | -1.8 | -0.3 | -1.5 | 1
CCOc1cc(C(=O)NCc2ccccc2)ccc1OCC(=O)N1CCCCC1
→ -0.8 | 0.8 | 0.8 | -4 | -1 | -0.2 | 8 | 2.3 | -1.4 | 1.3 | -1
Cn1cccc1/C=N/NC(=O)c1cccc(OC(F)(F)C(F)F)c1
→ -2.9 | 7.0 | 1.6 | -1 | -7 | 1.0 | 4 | 5.1 | -1.1 | -0.9 | 8
Cc1ccc(S(=O)(=O)c2nnn3c2nc(N2CCN(c4ccccn4)CC2)c2ccccc23)cc1
→ 0.1 | -0.4 | 0.7 | 3 | -2 | -1.6 | 88* | -2.6 | -0.8 | -1.6 | 9
CCCCCCNC(=O)Cc1nc2nc(C)cc(C)n2n1
→ 0.8 | -1.8 | -0.1 | -2 | 1 | -0.5 | -6 | -3.0 | -1.7 | -1.4 | 2
O=C1/C(=C/c2ccc(F)cc2)CCC1C1CCCC1 (centres undefined)
→ -1.4 | 2.0 | 0.6 | 1 | -2 | 0.6 | -3 | 1.7 | -0.9 | -1.2 | 13
O=C(NC(=S)Nc1cccnc1)c1cccc(Cl)c1
→ -0.9 | 1.5 | 1.6 | -3 | 3 | 0.2 | 2 | 4.5 | -0.9 | -1.5 | 19
CC(NCc1ccccc1Cl)C(=O)Nc1ccc(S(=O)(=O)N2CCCC2)cc1 (centres undefined)
→ 3.0 | -1.2 | -0.6 | 0 | -2 | -1.3 | 4 | -0.7 | -0.7 | -0.9 | 10
Cc1ccc(OCCNC(=O)c2cc(=O)[nH]c3ccccc23)cc1
→ -2.1 | 0.2 | -0.7 | -2 | -34 | -0.1 | -2 | -0.6 | -1.3 | -1.2 | 4
CN1C2C=C3C(C#N)=C(N)C(C#N)(C#N)[C@@H](c4cccc(F)c4)[C@@H]3C1CC2 (some centres undefined)
→ -0.8 | 0.4 | 1.1 | 1 | -124 | -0.3 | -4 | 1.5 | -1.6 | 0.0 | -11
CCOc1ccc(C(c2c(O)nc(SC)[nH]c2=O)c2c(O)nc(SC)[nH]c2=O)cc1
→ 0.1 | 0.4 | 0.0 | -3 | -3 | x | -6 | 1.1 | -1.1 | -0.8 | 5
Cc1cc(OCC(=O)N(Cc2ccco2)c2c(N)n(Cc3ccccc3)c(=O)[nH]c2=O)ccc1Cl
→ -2.3 | -2.4 | 0.6 | 4 | -8 | 1.1 | -2 | 1.8 | -1.0 | -1.2 | -2
Cc1cc(C)nc(NS(=O)(=O)c2ccc(NC(=S)NC(=O)C(C)C)cc2)n1
→ -2.0 | 1.5 | -0.7 | -2 | -1 | 0.1 | 3 | 0.9 | -0.9 | -0.5 | 1
COc1ccc(N(C)C(=O)Cc2c(C(=O)O)n(C)c3ccccc23)cc1
→ -0.7 | -0.2 | 0.3 | 1 | -13 | -0.6 | 3 | -0.6 | -0.8 | -0.4 | 5
O=c1[nH]c(Cn2nnc(-c3ccccc3)n2)nc2scc(-c3ccccc3)c12
→ 2.3 | 2.6 | -0.2 | -2 | 0 | 0.5 | 7 | 1.0 | -1.1 | -0.8 | -18
CC(C)(CNC(=O)c1sc2cc(F)ccc2c1Cl)N1CCOCC1
→ 0.4 | 4.6 | 0.2 | 3 | -1 | -0.8 | 2 | -0.5 | -0.8 | -1.1 | -2
Nc1c(C(=O)c2ccc(Br)cc2)oc2ccccc12
→ -0.6 | 7.7* | 1.6 | 2 | -25 | 1.8 | 1 | 9.7 | 0.0 | 4.8 | -4
COc1ccc(S(=O)(=O)NCC(=O)N(Cc2ccco2)C(C(=O)NC(C)(C)C)C(C)C)cc1 (centres undefined)
→ -1.5 | -3.0 | -0.2 | -1 | 2 | -1.0 | 2 | 1.8 | -1.2 | -0.3 | 2
O=C(Cn1c(CN2CCCCC2)nc2ccccc2c1=O)NCc1ccco1
→ 0.1 | 2.8 | 0.0 | -1 | 2 | -2.3 | -5 | 0.5 | -0.9 | -0.7 | 1
COc1cccc(-c2nn(-c3ccccc3)cc2/C=C(/NC(=O)c2ccccc2)C(=O)O)c1
→ -0.9 | 0.1 | 0.3 | -1 | -5 | -0.7 | -6 | 1.3 | -1.2 | -0.2 | -23
CN1CCC(C2(O)c3ccccc3CSc3sccc32)CC1 (centres undefined)
→ -1.4 | -0.1 | -0.4 | -1 | 2 | 0.3 | 2 | -0.2 | -1.5 | -0.2 | -4
CCOc1cc(NS(C)(=O)=O)c(OCC)cc1NC(=O)c1cccs1
→ 0.0 | 0.5 | -1.2 | -1 | -8 | 0.1 | 2 | -1.8 | -1.5 | -0.7 | 0
O=C(Cc1ccccc1)Nc1ccccc1CO
→ -1.4 | 2.4 | -0.7 | 0 | 0 | -0.8 | -1 | -3.0 | -1.3 | 0.1 | -4
O=C(NCCCn1ccnc1)/C(=C\c1cccs1)NC(=O)c1ccccc1
→ -0.2 | -1.3 | 0.2 | 2 | 3 | 0.9 | -4 | 2.3 | -1.6 | -1.4 | -1
O=C(CSc1nc2ccccc2c(=O)n1CC1CCCO1)NCc1ccc2c(c1)OCO2 (centres undefined)
→ -0.4 | 0.4 | -0.6 | -1 | -3 | -1.0 | 2 | -3.3 | -2.0 | 0.1 | 2
CCN1C(=O)[C@H]2[C@@H](c3ccc(-c4ccccc4)c(OC)c3)N[C@@](Cc3ccccc3)(C(=O)OC)[C@H]2C1=O
→ 1.2 | -2.7 | 3.0 | -1 | -2 | 1.5 | 4 | -1.2 | -1.5 | -0.3 | -7
CC(C)CN(C(=O)CSc1nncs1)c1c(N)n(CC(C)C)c(=O)[nH]c1=O
→ -0.4 | -0.6 | 0.5 | -1 | 1 | 0.0 | -6 | 0.4 | -1.1 | -0.8 | -1
CCOc1ccc(CNC2CCCc3ccccc32)cc1 (centres undefined)
→ -0.5 | 0.4 | -0.1 | -2 | 3 | 9.1* | -2 | -0.1 | -0.9 | -2.5 | -47
COCCn1cc(C(=S)N2CCCCC2)c2ccccc21
→ 1.1 | -1.2 | 0.1 | -6 | -2 | 0.7 | -3 | -0.1 | -2.4 | -1.0 | 15
Cc1ccn2c(Cc3ccccc3)c(-c3ccc(F)cc3)nc2c1
→ -0.1 | 4.2 | 5.9* | 1 | -33 | 1.7 | 6 | 16* | 0.4 | 0.1 | -2
COc1ccc(NC(=O)CCS(=O)(=O)c2ccccc2)c(OC)c1
→ 0.3 | 0.4 | 0.2 | 0 | 4 | 0.5 | -8 | 2.9 | -1.1 | 1.1 | 8
COc1ccc(NC(=O)CSc2nccn2Cc2ccco2)cc1OC
→ -1.1 | 0.8 | 0.6 | 1 | -7 | 0.0 | -4 | 3.0 | -0.4 | -0.6 | 7
CCOC(=O)C1CCN(C(=O)Cc2ccc(-c3ccccc3)cc2)CC1
→ -1.1 | 0.6 | -0.1 | -4 | 2 | 0.1 | 6 | 0.8 | -1.9 | -1.0 | -17
CCOC(=O)c1cn(Cc2ccc(Cl)cc2Cl)c2cc(C)nn2c1=O
→ 1.2 | 2.6 | 0.0 | -6 | -76 | -0.9 | 1 | -3.5 | -1.8 | -2.5 | 13
Cc1cccc(NC(=O)CNC(=O)[C@@H](Cc2ccccc2)NC(=O)[C@H]2O[C@@H](n3ccc(N)nc3=O)[C@H](O)[C@@H]2O)c1C
→ 0.9 | x | -0.8 | -2 | 2 | x | -5 | 2.0 | -0.9 | -2.2 | 10
COc1cc(-c2nnc(-c3cccnc3)o2)cc(OC)c1OC
→ -1.4 | 0.9 | -1.1 | 5 | -63 | 0.1 | 4 | -1.1 | -1.6 | -3.8 | -2
Cc1ccc[n+](CC(=O)c2cc3ccccc3oc2=O)c1
→ 1.6 | 2.8 | 0.3 | -1 | -8 | 1.0 | -3 | 0.5 | -0.5 | 3.7 | -3
O=C(CNc1ccc(Br)cc1)Nc1ccc(S(=O)(=O)N2CCCC2)cc1
→ 1.9 | 1.5 | -2.2 | -4 | -4 | -0.3 | 1 | -2.2 | -1.0 | -0.1 | -17
O=C(COc1ccc(Cl)cc1)N1N=C(c2cccs2)CC1c1ccco1 (centres undefined)
→ -1.2 | 1.4 | 1.3 | -3 | -31 | -0.6 | 4 | 5.0 | -1.1 | -0.7 | -5
COc1ccc(-c2ccc3c(n2)CCCN3S(=O)(=O)c2cccs2)cc1
→ -0.9 | x | 1.1 | -6 | -84 | x | 2 | 3.4 | 0.0 | 4.0 | -3
COc1cccc(CNc2nc3cc(-c4csc5ccccc45)sc3c(=O)n2C)c1
→ -0.4 | -2.4 | -0.1 | -4 | -4 | x | 1 | -1.9 | -1.4 | 0.9 | -29
CCOC(=O)C1CCCN(C/C(O)=C(\C#N)c2nc(-c3ccccc3)cs2)C1 (centres undefined)
→ -0.6 | 0.5 | 0.8 | -1 | -16 | -0.1 | 3 | 4.1 | -0.7 | 1.8 | -6
CC(=O)OCC(=O)Nc1ccc(C(C)=O)cc1
→ 1.5 | -1.2 | -1.6 | -1 | 1 | 1.3 | 3 | 0.7 | -0.7 | -0.2 | 1
CC(C)NC(=O)COC(=O)c1cc(F)c(F)cc1Cl
→ 1.8 | 4.6 | 0.5 | -2 | 2 | 2.2 | -3 | 0.7 | -0.6 | -0.4 | 3
CCOC(=O)Cc1nnc2c(Nc3ccc(C)cc3)nc3nonc3n12
→ 1.2 | -0.2 | -0.5 | 1 | -4 | 0.4 | 7 | 0.1 | -0.7 | 2.9 | -19
CCC(C)NC(=S)NNC(=O)c1ccc(C(C)(C)C)cc1 (centres undefined)
→ 0.7 | 0.6 | 0.7 | 2 | 0 | -0.5 | -6 | 4.0 | -0.9 | -1.4 | 0
O=C(Cn1ccc([N+](=O)[O-])n1)NCc1ccco1
→ 0.3 | 0.1 | 0.3 | 4 | -1 | 0.4 | 0 | 1.6 | -1.2 | -0.5 | 4
COc1ccc(C2CC(O)(c3ccccc3)Oc3c(C)ccc(C)c32)cc1 (centres undefined)
→ -1.4 | -0.2 | 0.3 | -3 | 6 | 0.3 | -3 | -1.4 | -0.3 | -0.7 | 11
COc1ccc(CN2C(=O)c3cccnc3C2=O)cc1S(=O)(=O)N(C)c1ccc(C)cc1
→ -1.1 | 0.3 | -0.4 | -1 | -2 | -0.2 | 1 | 0.2 | -0.7 | -1.5 | 2
CC1CCc2nc(NC(=O)CN3CCN(c4ccccc4)CC3)sc2C1 (centres undefined)
→ -0.4 | -0.5 | -0.1 | 1 | 2 | 0.6 | 4 | 2.5 | -0.2 | -1.4 | 3
